M17LAP inhibition = P. falciparum M17LAP inhibitors, primary screen, biochemical, fluorogenic H-Leu-NHMec substrate, 1536-well (AID 1619) | recombinant M17LAP, H-Leu-NHMec fluorogenic kinetic assay; higher % means a stronger effect | 220,000 tested, 0.38% active | one-dose inhibition, % at 30 µM; IC50 in µM for titrated hits;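 active means compound inhibiting the enzyme by more than half at any dose during confirmatory dose-response retesting; inconclusive means strong single-dose inhibitors picked by rank but not retested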;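 further: plate controls were full reaction with DMSO carrier for no effect and no enzyme background for full effect; strong numbers were not always called active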
LYP inhibition = PTPN22 lymphoid phosphatase activity blockers – biochemical, fluorescence intensity, uHTS (AID 1779); inhibition, % at 11.5 µM, or IC50 in µM where a hit was titrated; recombinant LYP phosphatase, fluorescence intensity; higher % means a stronger effect; 290,000 tested, 0.054% active;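 further: plate controls were vehicle with enzyme for no effect and no enzyme for full effect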
NOD2 inhibition = inhibition of NOD2-driven NF-kB reporter – cell-based, luminescence, uHTS, HEK293 (AID 1566). inhibition, % at 4 µM, or EC50 in µM where a hit was titrated. HEK293 NOD2/NF-kB luciferase reporter, luminescence; higher % means a stronger effect. 290,000 tested, 0.63% active; further: many of its hits are not listed in these tables
SIAH1 antagonists = blockers of Siah-1 interaction with plectin peptide – biochemical, fluorescence polarization, rhodamine-plectin, uHTS, primary screen (AID 1817) | Siah-1 / rhodamine-plectin peptide fluorescence polarization; higher % means a stronger effect | displacement, % at 20 µM; hits with a dose series show IC50 in µM | 290,000 tested, 0.02% active;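 active means displacement of at least 50% at 20 µM, with a fluorescence ratio check between 0.3 and a set limit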;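 further: plate controls were Siah plus tracer with DMSO for no effect and tracer alone without Siah for full effect; strong numbers were not always called active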
XIAP antagonists = small molecules displacing peptide from XIAP – biochemical, IAP family, fluorescence polarization (AID 1018); XIAP BIR domain, fluorescence polarization peptide displacement; higher % means a stronger effect; one-dose displacement, % at 20 µM; IC50 in µM for titrated hits; 200,000 tested, 0.007% active; in the data active means displacement above about 50%; further: a part of the inactive calls stands beside numbers as strong as those of hits
AID2073 = disruptors of CaV2.2 binding to Mint1 – biochemical, HTRF (AID 2073) | HTRF protein-protein interaction, Mint1-CaV2.2; higher % means a stronger effect | inhibition, % at 20 µM, or IC50 in µM where a hit was titrated | 290,000 tested, 0.19% active; in the data active means inhibition mostly above about 51%, no sharp cut-off; inconclusive means no clear call, values can overlap the other calls; inactive means mostly below about 53%; further: some results filed as inactive read as strong as hits
P. falciparum M1AAP = P. falciparum M1AAP inhibitors, biochemical, fluorogenic H-Leu-NHMec substrate, 1536-well (AID 1445). inhibition, % at 30 µM, or IC50 in µM where a hit was titrated. recombinant M1AAP, H-Leu-NHMec fluorogenic kinetic assay; higher % means a stronger effect. 220,000 tested, 0.42% active;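 active means primary inhibition above the hit cutoff, then over 50% inhibition at one or more dose response concentrations, cut at about 23% in these data, passing the limit was not always enough; inconclusive means conflicting primary data, or primary hits not chosen for dose response; inactive means low primary inhibition, or under 50% at every dose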;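 further: plate controls were DMSO full reaction for no effect and no enzyme background for full effect; strong numbers were not always called active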
CSM14.1 death rescue = rescue of cells from ER stress-induced death, primary screen, 384-well, CSM14.1, thapsigargin, ATP luminescence (AID 1222). CSM14.1 thapsigargin-induced death rescue, ATP luminescence; higher % means a stronger effect. cellular ATP content (survival), % at 20 µM; hits with a dose series show EC50 in µM. 190,000 tested, under 10 active;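 active means EC50 below 50 µM in the dose-response confirmation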;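 further: death triggered by thapsigargin at about 15 µM added after 2 h compound pretreatment; cell ATP read after overnight thapsigargin exposure of roughly 18 to 22 hours; normalized against plate controls of thapsigargin alone and 5% DMSO vehicle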
Hep lipid drop = hepatic lipid droplet formation modulation; AML12 mouse hepatocytes, oleate lipid droplets, BODIPY imaging; inhibition, % at 6.5 µM; 240,000 tested, 0.4% active; AID 1656;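 active means lipid droplet intensity inhibited by at least 50%, with more than 500 cells counted; inconclusive means wells with under 300 cells, treated as cytotoxic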
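Material: mouse AML12 hepatocyte cell line, fixed after treatment; Timing: compound with oleate, overnight; Technique: high-content imaging of BODIPY-stained droplets and DAPI nuclei; Probe or stimulus: oleate, 100 µM final; Dosing: compound at 6.5 µM only.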
Hep lipid drop cells 6.5 µM = second read-out of Hep lipid drop, no call of its own (marks repeat the call); cell count; measured here: cell count, cytotoxicity flag;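 cells counted across two imaged fields per well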
The depositor's hits bear a star; ? = inconclusive; nt = not tested or not shown. Unless noted, no stated cut-off is given here; in the data, active means inhibition above about 50%; inactive means the rest. A portion of the library; count on the stated rates, not on these rows.

canonical_smiles	M17LAP inhibition	LYP inhibition	NOD2 inhibition	SIAH1 antagonists	XIAP antagonists	AID2073	P. falciparum M1AAP	CSM14.1 death rescue	Hep lipid drop	Hep lipid drop cells 6.5 µM
Cc1ccc(NC(=O)C2C3/C=C\CCCCC32)cc1 (stereo not drawn)	1%	-2%	-24%	9%	-8.5%	9%	7%	-1.3%	-16	407
O=C(COC(=O)c1ccccc1O)NCCCc1ccccc1	-1%	-6%	7%	4%	-3.9%	-4%	0%	-3.3%	4	706
COc1cccc(-c2nn(-c3ccccc3)cc2C(=O)OCC(=O)Nc2ncc(Cl)cc2Cl)c1	7%	10%	6%	0%	0.1%	17%	7%	-0.1%	11	618
COc1cc(/C=N/NC(=O)c2cccnc2)cc2c1OCO2	nt	-3%	1%	3%	nt	14%	nt	nt	-4	806
c1ccc(Cn2nnnc2C(c2cccs2)N2CCc3ccccc3C2)cc1 (stereo not drawn)	-10%	-1%	-37%	-2%	-5.1%	-2%	9%	2.9%	-30	700
COc1c(C=O)c(CCN(C)C(=O)c2ccc(F)cc2)cc2c1OCO2	5%	-6%	7%	1%	nt	2%	7%	nt	-11	681
COc1ccc(CNS(=O)(=O)c2c(C(=O)N3CCCCC3)c(C)n(C)c2C)cc1	nt	-10%	9%	-1%	nt	5%	nt	nt	-12	667
O=S(=O)(CC(O)COc1ccccc1Cl)c1ccccc1 (stereo not drawn)	0%	-10%	8%	-2%	1.8%	28%	4%	0.9%	nt	nt
O=C(CSc1ccc2ccccc2c1)Nc1ncccn1	10%	-4%	-30%	-5%	-3.6%	6%	2%	-2.6%	-4	713
CN(c1ccc(C(=O)Nc2cccc(O)c2)cc1)S(=O)(=O)c1ccccc1	nt	-4%	-1%	1%	nt	3%	nt	nt	0	821
COc1cc(C2c3c([nH]c(=O)[nH]c3=O)Nc3ccc4ccccc4c32)cc(OC)c1OC (stereo not drawn)	16%	2%	8%	12%	-6.5%	83%*	15%	-5.8%	3	692
CCn1c(=O)c([N+](=O)[O-])c(NC2CCS(=O)(=O)C2)c2ccccc21 (stereo not drawn)	14%	0%	10%	1%	nt	39%	4%	nt	4	691
Cc1csc(NC(=O)CSc2nccn2Cc2ccco2)n1	nt	-9%	13%	12%	nt	6%	nt	nt	-3	851
Cc1ccc2sc(=O)[nH]c2c1	-1%	-6%	10%	-1%	nt	4%	4%	nt	-2	685
Cc1ccc(S(=O)(=O)N2CCCCC2)cc1NC(=O)COC(=O)CNC(=O)c1cc(Cl)cc([N+](=O)[O-])c1	-4%	-5%	4%	-1%	-2.4%	-10%	7%	0.5%	3	630
Cc1ccc(SCC(=O)OCC(=O)NC2CCCCCC2)cc1	nt	0%	-6%	4%	nt	12%	nt	nt	-6	680

Two of the compounds above, as labelled records.
structure: c1ccc(Cn2nnnc2C(c2cccs2)N2CCc3ccccc3C2)cc1 (stereo not drawn)
  M17LAP inhibition: -10%	LYP inhibition: -1%	NOD2 inhibition: -37%	SIAH1 antagonists: -2%	XIAP antagonists: -5.1%	AID2073: -2%	P. falciparum M1AAP: 9%	CSM14.1 death rescue: 2.9%	Hep lipid drop: -30	Hep lipid drop cells 6.5 µM: 700
structure: Cc1csc(NC(=O)CSc2nccn2Cc2ccco2)n1
  M17LAP inhibition: nt	LYP inhibition: -9%	NOD2 inhibition: 13%	SIAH1 antagonists: 12%	XIAP antagonists: nt	AID2073: 6%	P. falciparum M1AAP: nt	CSM14.1 death rescue: nt	Hep lipid drop: -3	Hep lipid drop cells 6.5 µM: 851

Next part
canonical_smiles	M17LAP inhibition	LYP inhibition	NOD2 inhibition	SIAH1 antagonists	XIAP antagonists	AID2073	P. falciparum M1AAP	CSM14.1 death rescue	Hep lipid drop	Hep lipid drop cells 6.5 µM
COc1ccccc1C(=O)NNC(=O)C(=O)NC(C)(C)C	7%	-10%	1%	-1%	-3.1%	6%	-3%	0.1%	-20	753
COC(=O)C1=CN(Cc2ccc(OC)cc2)C=C(C(=O)OC)C1c1ccsc1	nt	-10%	18%	-4%	-2.7%	?	nt	6.1%	1	624
C=CCn1c(SCC(=O)NCc2cccs2)nnc1C1CCCCC1	8%	-5%	19%	2%	-5.0%	-5%	8%	-0.8%	nt	nt
COc1ccc(NC(=O)CCNC(=O)c2ccccc2)cc1S(N)(=O)=O	nt	-7%	-6%	-4%	nt	14%	nt	nt	1	834
CCOc1cc(CNc2ccc3c(c2)CCC3)ccc1O	8%	-7%	6%	3%	-4.3%	-8%	0%	-3.4%	5	756
COc1ccc(NC2CCCN(C(=O)c3cc(CC(C)C)nc(N)n3)C2)cc1 (stereo not drawn)	nt	-4%	9%	-1%	nt	-14%	nt	nt	-26	745
CN(CCO)c1nc(N)c2c(N)nc3c(c2c1C#N)CC(=O)N3Cc1cccs1	2%	-7%	15%	-3%	1.1%	28%	16%	nt	13	681
COc1ccccc1NC(=O)Nc1ccc(C)cn1	nt	-3%	1%	1%	nt	4%	nt	nt	0	830
Clc1cccc(OCCCCN2CCCCC2)c1	nt	-9%	-10%	7%	nt	-2%	nt	nt	-1	798
CC(C)[C@H](NS(=O)(=O)c1ccc(Cl)cc1)C(=O)OCC(=O)NCCN1C(=O)CSC1=O	nt	-6%	-4%	-2%	nt	-2%	nt	nt	-3	783
COc1ccc(CN(Cc2ccccn2)S(=O)(=O)c2ccc(-n3cnnn3)c(OC)c2)cc1	2%	-5%	-2%	5%	-8.9%	-9%	6%	-2.2%	nt	nt
COc1ccccc1OCCC(=O)N1CCN(c2ccccc2OC)CC1	-1%	-8%	20%	2%	nt	12%	1%	nt	20	687
O=S(=O)(Cc1noc(-c2ccccc2Cl)n1)c1ccccn1	0%	-6%	18%	6%	nt	41%	5%	nt	-3	670
CSc1ccccc1NC(=O)CN(C)CC(=O)Nc1ccc(N2CCOCC2)cc1	18%	-5%	-3%	-1%	-8.8%	4%	2%	1.0%	-3	775
C#CCNC(=O)C1=C[C@@H](c2ccccc2)[C@H](CCCO)[C@@H](OCC)O1	-5%	-7%	-11%	-2%	1.6%	-1%	-3%	-2.2%	-2	716
COc1ccc(OC)c(Cc2nnc(CCC(=O)NCc3nc4ccccc4s3)o2)c1	21%	-4%	5%	-7%	-6.3%	3%	12%	0.1%	-2	696
O=C(COc1ccc2c(-c3ccccc3)cc(=O)oc2c1)NCc1cccs1	1%	-4%	14%	28%	-0.4%	5%	6%	-4.4%	-12	622
COC(CNS(=O)(=O)c1cc2c3c(c1)CCN3C(=O)CC2)OC	nt	-1%	3%	0%	nt	0%	nt	nt	2	728
COC(=O)c1sccc1-n1cccc1C(=O)NCc1ccccc1	8%	-4%	1%	2%	-4.8%	0%	6%	-1.3%	nt	nt
N=C1/C(=C\c2ccc(OC(=O)c3ccco3)cc2)C(=O)N=C2SC=NN12	10%	-6%	6%	12%	-3.7%	-4%	9%	-1.5%	-24	698
COc1ccc(NC(=O)CCc2nc(-c3ccc(C)cc3)no2)cc1Cl	7%	-7%	-2%	-7%	-5.8%	4%	-4%	-1.5%	nt	nt
Cc1cc(NC(=O)CSc2nc3ccsc3c(=O)n2CCCC(=O)NCCc2ccccc2)no1	6%	-6%	6%	25%	-4.0%	11%	-6%	-5.7%	6	712
Cc1cccc(NC(=O)CSc2nc(N)c(NC(=O)c3cccs3)c(=O)[nH]2)c1	6%	-3%	12%	4%	-4.4%	3%	8%	19%	16	730
Cc1cc(C)n(C(C[N+](=O)[O-])c2ccc(Cl)cc2)n1 (stereo not drawn)	-2%	6%	-30%	-2%	-2.8%	33%	1%	-3.7%	-1	750
Cc1ccc(-c2nc(CS(=O)CC(=O)NCCCN3CC(C)CC(C)C3)c(C)o2)cc1 (stereo not drawn)	8%	-5%	17%	0%	-3.5%	5%	10%	0.3%	nt	nt
COc1ccc(C(C[N+](=O)[O-])n2nc(C)cc2C)cc1 (stereo not drawn)	-4%	-2%	-14%	-2%	-30%	8%	1%	-3.2%	-1	612
COCCn1nnnc1C(c1ccc(OC)cc1)N1CCC(C)CC1 (stereo not drawn)	-2%	-2%	13%	6%	-3.7%	0%	5%	0.0%	10	752
CCN(CC)CCNC(=O)c1cc(S(C)(=O)=O)ccc1OC	10%	-7%	13%	-4%	-6.8%	6%	-10%	-2.8%	-20	703
CN(C)S(=O)(=O)c1cccc(NC(=S)Nc2cccc3cnccc23)c1	-3%	0%	9.3µM*	86%	nt	52%*	-5%	nt	-30	691
CCN(CC)S(=O)(=O)c1ccc(NC(=O)c2cccnc2Cl)c(NC(=O)c2cccnc2Cl)c1	-1%	-6%	27%	11%	-5.0%	4%	0%	-2.4%	6	692
CCC(C)NC(=O)c1cc(-c2cccs2)nc2ccccc12 (stereo not drawn)	nt	-11%	-32%	-4%	nt	20%	nt	nt	3	412
CC(=O)Oc1ccc(/C=N/NC(=O)CCSc2ccccc2)cc1	1%	-2%	-7%	-1%	4.0%	-14%	1%	-3.9%	22	683
Cc1ccccc1NC(=O)c1cccc(NC(=O)c2ccco2)c1	nt	-11%	4%	-3%	nt	7%	nt	nt	0	807
O=C1OC(c2ccccc2)/C(=C(/O)c2ccccc2)C1=O (stereo not drawn)	0%	-7%	15%	0%	-16%	15%	-3%	-2.9%	-7	711
Cc1sc2nc3n(c(=O)c2c1C)CCCCC3	-12%	-10%	21%	0%	0.0%	0%	2%	-0.8%	-4	734
CC(/C=C1\SC(=O)N(CC(=O)Nc2cccc(O)c2)C1=O)=C\c1ccccc1	-6%	5%	-21%	0%	0.8%	0%	11%	-1.7%	24	549
CCCCn1nnnc1NCc1cccc(OC)c1OC	-3%	-8%	9%	7%	-0.9%	3%	2%	-0.3%	nt	nt
O=C(NCc1ccc(Cl)cc1)c1ccc(OCC2CCCO2)cc1 (stereo not drawn)	3%	-12%	-2%	15%	3.4%	-2%	3%	3.7%	12	741
CCOc1ccc(NC(=O)C(=O)N/N=C/c2cccnc2)cc1	13%	-2%	-8%	2%	nt	4%	8%	nt	8	713
COc1ccc(Cl)cc1NC(=O)Nc1cnccn1	nt	-7%	14%	12%	nt	12%	nt	nt	2	848
O=C(N/N=C/c1ccc(Cl)c([N+](=O)[O-])c1)C1CC1	15%	4%	11%	-2%	-8.4%	-3%	3%	-1.0%	-9	713
COc1ccc(C)cc1S(=O)(=O)N(C)CC(=O)Nc1ccccc1	6%	-2%	2%	-1%	-5.5%	-2%	4%	-0.2%	-23	681
O=C1c2ccccc2NC2(CCCCC2)N1c1ccc(O)cc1	-2%	-10%	-2%	8%	-0.9%	14%	2%	-2.8%	9	743
Cc1cc(NC(=O)CSc2nnc(-c3cccnc3)n2C2CCCCC2C)no1 (stereo not drawn)	13%	-7%	8%	-1%	-7.4%	20%	5%	-0.6%	-10	745

From PubChem
